# Screens as filed in PubChem BioAssay.
# ERAP1 HTS inh = human ERAP1 aminopeptidase inhibitors, primary screen, biochemical, single point, plate reader | 340,000 compounds, 0.15% hits | recombinant ERAP1, Leu-AMC fluorescence, 60 min | Endoplasmic reticulum aminopeptidase 1 (Homo sapiens), Q9NZ08 | inhibition, % at 10.7 µM | AID 652197, 2013;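 active = mean replicate inhibition of at least 30%, or all replicates individually reaching that 30% level; inactive = mean below 30% and not every replicate reaching it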;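 also: 0% = neutral control wells and 100% = L-leucinethiol positive control wells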
# RAD54 inh = inhibitors of human RAD54 branch migration, primary screen, biochemical, fluorescence, single point; DNA repair and recombination protein RAD54-like (Homo sapiens), Q92698; RAD54 Holliday junction branch migration, FAM/BHQ fluorescence; inhibition, % at 10.4 µM; 360,000 compounds, 0.14% hits; AID 602329, 2012;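 active = mean normalized replicate activity at least 40 and at least half of replicates scoring 40 or more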;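 also: 0% = median of neutral control wells and 100% = median of positive control wells; inhibitors cause a drop in the FAM fluorescence signal; in these data hits start at about 50%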
# E-selectin induc = E-selectin induction in HUVECs, primary screen, imaging, HUVEC, immunofluorescence imaging, single point; normalized: neutral wells 0, TNF-alpha wells 100; activation, % at 7.58 µM; 260,000 compounds, 0.37% hits;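 active = mean E-selectin-positive cell signal at least 10% of the positive control, reached in at least 60% of replicates, without over 20% cell loss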;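 also: in these data hits start at about 27%; measured in HUVEC primary endothelial cells; signal is the percent of cells scored E-selectin positive by PE staining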
# Target sequence (P16581 whole entry, looked up): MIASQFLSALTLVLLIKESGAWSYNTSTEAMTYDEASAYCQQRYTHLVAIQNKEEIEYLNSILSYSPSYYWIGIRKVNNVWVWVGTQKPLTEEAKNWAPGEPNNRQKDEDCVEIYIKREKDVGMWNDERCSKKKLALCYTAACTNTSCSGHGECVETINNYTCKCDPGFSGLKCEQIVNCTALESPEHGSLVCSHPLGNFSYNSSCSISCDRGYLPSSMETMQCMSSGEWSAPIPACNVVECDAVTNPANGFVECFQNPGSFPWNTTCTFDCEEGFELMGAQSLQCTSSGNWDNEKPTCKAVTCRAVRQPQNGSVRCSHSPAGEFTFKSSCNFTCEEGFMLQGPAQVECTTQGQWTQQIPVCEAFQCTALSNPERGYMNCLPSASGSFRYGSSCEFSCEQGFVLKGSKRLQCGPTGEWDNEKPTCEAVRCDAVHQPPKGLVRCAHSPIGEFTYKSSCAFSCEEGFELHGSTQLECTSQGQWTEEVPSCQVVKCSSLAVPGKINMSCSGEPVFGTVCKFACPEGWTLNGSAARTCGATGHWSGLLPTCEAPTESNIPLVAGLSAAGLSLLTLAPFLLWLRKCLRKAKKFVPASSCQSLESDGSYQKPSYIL
#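 Test system: HUVEC; input: 3,000 HUVEC/well; measured by: immunofluorescence imaging; read-out: % PE-positive cells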
# miR-122 sensor = miR-122 Renilla sensor signal increase in Huh7, primary screen, miR-122 inhibitor project, cell-based, single point, plate reader. Huh7 miR-122 Renilla luciferase sensor, 48 h; neutral wells = 0, positive control = 100. activation (reporter increase), % at 12.5 µM. 340,000 compounds, 0.3% hits. AID 602342, 2012;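 active = mean replicate activation score at least 90 and every replicate individually at or above 90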;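 also: higher luciferase means less miR-122 activity so hits act as miR-122 inhibitors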
# PglD DTNB = C. jejuni PglD acetyltransferase inhibitors, primary screen, biochemical, DTNB colorimetric, single point; UDP-N-acetylbacillosamine N-acetyltransferase PglD (Campylobacter jejuni); purified PglD enzyme, DTNB colorimetric CoA detection; inhibition, % at 12.5 µM; 360,000 compounds, 0.098% hits; in the data active = inhibition above about 16%, passing the limit was not always enough; also: strong numbers were not always called active
# Cneo AK release = Cryptococcus neoformans cell lysis inducers, primary screen, AK release luminescence, single concentration; C. neoformans lysis, adenylate kinase release luminescence, 4 h; normalised: neutral wells 0, clomiphene wells 100; lysis activity, % at 15 µM; 360,000 compounds, 0.2% hits; AID 651654, 2012;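 active = mean lysis activity across replicates of at least 80%, whatever share of replicates individually reach that level; inactive = mean lysis activity below 80%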
#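 Material – log-phase Cryptococcus neoformans yeast cells · Input – 5 × 10^6 yeast cells/mL · Medium – fresh YPD growth medium · Doses – single compound concentration per well · Timing – static 4 h at 37 °C with compound, 1 h detection · Detection – adenylate kinase release luminescence · Read-out – signal increase indicating cell lysis · Control set – Clomiphene as positive lysis control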
# RAD52 anneal inh = RAD52 DNA annealing inhibitors, primary screen, biochemical, FRET, single point, set 2 | inhibition, % at 18.7 µM | recombinant RAD52 DNA annealing, FRET fluorescence | 360,000 compounds, 0.46% hits | DNA repair protein RAD52 homolog (Homo sapiens), P43351 | AID 651710, 2012;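 active = every replicate showing at least 50% inhibition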
# Target sequence (P43351 whole entry, looked up): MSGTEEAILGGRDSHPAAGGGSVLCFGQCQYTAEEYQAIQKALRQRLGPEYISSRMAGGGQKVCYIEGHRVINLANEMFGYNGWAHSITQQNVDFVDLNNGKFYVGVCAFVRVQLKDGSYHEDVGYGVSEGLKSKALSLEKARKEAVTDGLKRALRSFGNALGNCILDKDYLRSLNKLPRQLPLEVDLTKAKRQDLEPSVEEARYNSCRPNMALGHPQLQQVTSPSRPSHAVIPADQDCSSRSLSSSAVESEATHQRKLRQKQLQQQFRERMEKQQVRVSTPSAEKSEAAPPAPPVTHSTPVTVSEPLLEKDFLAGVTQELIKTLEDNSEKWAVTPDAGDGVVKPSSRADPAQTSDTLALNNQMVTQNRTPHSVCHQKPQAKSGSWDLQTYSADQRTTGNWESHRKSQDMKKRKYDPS
# PGC1a acetyl inh = inhibitors of PGC1a acetylation signal, primary screen, cell-based, U2OS, AlphaScreen, inhibitor mode | AlphaScreen anti-acetyl-lysine; with virally co-expressed GCN5 acetyltransferase | 350,000 compounds, 0.17% hits | inhibition, % at 15.6 µM;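 active = every replicate shows inhibition of at least 40%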;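 also: 0% = neutral control wells and 100% = positive control wells; some results beyond the cut were filed as inactive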
# * = called active by the depositor; / = no result given; & = joins results of further samples; [ ] = remark or other dose.
Molecule	ERAP1 HTS inh	RAD54 inh	E-selectin induc	miR-122 sensor	PglD DTNB	Cneo AK release	RAD52 anneal inh	PGC1a acetyl inh
COc1ccc2c3c(n(C)c2c1)[C@H](CO)N(Cc1cccnc1)CC31CCN(C(=O)c2cccnc2)CC1	1	/	0.3	/	/	/	-306	-1
CCC(=O)Nc1ccc2c(c1)OC[C@@H](C)N(C(=O)C1CC1)C[C@@H](C)[C@H](OC)CN(C)C2=O	-2	-8	-0.3	22[16.7 µM]	-1	-6	3	-1
C[C@@H]1CCCCO[C@@H](CN(C)Cc2ccccc2)[C@@H](C)CN([C@@H](C)CO)C(=O)c2cc(NC(=O)c3ccccc3)ccc2O1	/	4	/	3[16.7 µM]	2	-4	/	8
C[C@H]1CN([C@@H](C)CO)C(=O)c2cc(-c3ccccc3)cnc2O[C@@H]1CN(C)C(=O)c1ccccn1	-1	4	-0.1	-1[16.7 µM]	-42	105*	4	-1
CNC[C@@H]1Oc2ccc(NC(=O)CCCN(C)C)cc2CC(=O)N([C@H](C)CO)C[C@H]1C	1	/	1.6	/	/	/	-10	6
C[C@@H]1CN([C@H](C)CO)C(=O)c2c(c3ccccc3n2C)-c2ccccc2CO[C@H]1CN(C)C(=O)Cc1ccccc1	1&-5	6	-0.2	0	-1	13	3&11	3&1
CO[C@@H]1CN(C)C(=O)c2cc(NC(C)=O)ccc2OC[C@H](C)N(C(=O)C2CC2)C[C@@H]1C	/	3	1.7	-9[16.7 µM]	0	-4	-5	0
O=C(NNC(=O)c1cccc2ccccc12)c1ccc2c(c1)OCO2	/	3	/	2	-10	2	10	/

# Rewritten field by field: 2 of the compounds above.
CCC(=O)Nc1ccc2c(c1)OC[C@@H](C)N(C(=O)C1CC1)C[C@@H](C)[C@H](OC)CN(C)C2=O
  ERAP1 HTS inh = -2
  RAD54 inh = -8
  E-selectin induc = -0.3
  miR-122 sensor = 22[16.7 µM]
  PglD DTNB = -1
  Cneo AK release = -6
  RAD52 anneal inh = 3
  PGC1a acetyl inh = -1
C[C@@H]1CCCCO[C@@H](CN(C)Cc2ccccc2)[C@@H](C)CN([C@@H](C)CO)C(=O)c2cc(NC(=O)c3ccccc3)ccc2O1
  ERAP1 HTS inh = /
  RAD54 inh = 4
  E-selectin induc = /
  miR-122 sensor = 3[16.7 µM]
  PglD DTNB = 2
  Cneo AK release = -4
  RAD52 anneal inh = /
  PGC1a acetyl inh = 8

# (cont.)
Molecule	ERAP1 HTS inh	RAD54 inh	E-selectin induc	miR-122 sensor	PglD DTNB	Cneo AK release	RAD52 anneal inh	PGC1a acetyl inh
C[C@@H]1CN([C@@H](C)CO)C(=O)Cc2cc(NC(=O)CCN3CCOCC3)ccc2O[C@@H]1CN(C)C(=O)Nc1ccc(F)cc1	0	5	0.5	2[16.7 µM]	1	5	-1	-4
CCCn1cnc2cc(NCc3cccc(OC)c3O)ccc21	/	-7	/	-7	-4	0	/	/
CCC1=C(Nc2ccccc2)COC1=O	-4	4	/	3	-2	0	0	-10
O=C(c1ccccc1)c1c[nH]c2ccccc12	-2	11	/	-4	-6	2	-4	1
COc1ccccc1NC(=O)COC(=O)c1c[nH]c(=O)[nH]c1=O	1	/	0.6	/	/	/	0	-2
CCN(C[C@H]1N[C@@](Cc2ccccc2)(C(=O)OC)[C@H]2C(=O)N(C)C(=O)[C@@H]12)C(=O)COc1ccccc1	0	1	-0.4	/	-2	0	-8	/
CCCNC(=O)N1CC2(CN(Cc3cccc(F)c3)C2)c2c([nH]c3cc(OC)ccc23)[C@H]1CO	9	/	-0.1	/	/	/	13	8
Oc1c(Cl)cc(Cl)cc1C=Nc1ccc2c(c1)OCCO2	/	-9	/	-5	-5	1	/	-6
Cc1ccc(C)c(-c2cc(C(=O)NC3CC3)c3ccccc3n2)c1	-6	7	-3.9	-5	1	-1	-26	2
O=C(c1ccc(CS(=O)Cc2ccc(Cl)cc2)o1)N1CCN(c2ccc(F)cc2)CC1 (stereo not given)	-1	5	/	-4	7	-2	-37	10
Cc1nn(C)cc1NC(=O)C[C@H]1CC[C@@H]2[C@@H](COc3ccc(NC(=O)C4CCOCC4)cc3C(=O)N2C)O1	1	4	-0.1	/	2	0	10	/
C[C@@H]1CN([C@H](C)CO)C(=O)Cc2cc(NC(=O)c3ccncc3)ccc2O[C@H]1CN(C)CC1CC1	0	6	0.0	-4[16.7 µM]	1	-4	4	27
CN(C)S(=O)(=O)Nc1ccc(NS(=O)(=O)N(C)C)c(S(=O)(=O)c2ccccc2)c1	/	-21	-0.7	15	3	0	/	-5
CCCCc1ccc(N2C(=NC(=O)C3CCCO3)SC3CS(=O)(=O)CC32)cc1 (stereo not given)	-2	-8	/	-1	-3	1	4	-13
Cc1cc(C)cc(-c2nnc(SCC(=O)NCC3CCCO3)o2)c1 (stereo not given)	-1	-8	/	0	2	2	0	-2
C[C@@H](O)C1NC(=O)[C@H](CCCCN)NC(=O)c2cc([N+](=O)[O-])cc(I)c2OCC[C@@H](C(N)=O)NC1=O (stereo not given in full)	19	0	0.0	-10	-3	-2	43	-11

# Record cards, as listed above. Order of values: ERAP1 HTS inh | RAD54 inh | E-selectin induc | miR-122 sensor | PglD DTNB | Cneo AK release | RAD52 anneal inh | PGC1a acetyl inh
# Oc1c(Cl)cc(Cl)cc1C=Nc1ccc2c(c1)OCCO2 across the screens: / | -9 | / | -5 | -5 | 1 | / | -6
# C[C@@H]1CN([C@H](C)CO)C(=O)c2c(c3ccccc3n2C)-c2ccccc2CO[C@H]1CN(C)C(=O)Cc1ccccc1 across the screens: 1&-5 | 6 | -0.2 | 0 | -1 | 13 | 3&11 | 3&1
# CCN(C[C@H]1N[C@@](Cc2ccccc2)(C(=O)OC)[C@H]2C(=O)N(C)C(=O)[C@@H]12)C(=O)COc1ccccc1 across the screens: 0 | 1 | -0.4 | / | -2 | 0 | -8 | /
# CCCCc1ccc(N2C(=NC(=O)C3CCCO3)SC3CS(=O)(=O)CC32)cc1 (stereo not given) across the screens: -2 | -8 | / | -1 | -3 | 1 | 4 | -13
# O=C(NNC(=O)c1cccc2ccccc12)c1ccc2c(c1)OCO2 across the screens: / | 3 | / | 2 | -10 | 2 | 10 | /

# An excerpt from the list above, as a working copy:
Molecule	ERAP1 HTS inh	RAD54 inh	E-selectin induc	miR-122 sensor	PglD DTNB	Cneo AK release	RAD52 anneal inh	PGC1a acetyl inh
C[C@@H]1CCCCO[C@@H](CN(C)Cc2ccccc2)[C@@H](C)CN([C@@H](C)CO)C(=O)c2cc(NC(=O)c3ccccc3)ccc2O1	/	4	/	3[16.7 µM]	2	-4	/	8
C[C@H]1CN([C@@H](C)CO)C(=O)c2cc(-c3ccccc3)cnc2O[C@@H]1CN(C)C(=O)c1ccccn1	-1	4	-0.1	-1[16.7 µM]	-42	105*	4	-1

# The results go on.
Molecule	ERAP1 HTS inh	RAD54 inh	E-selectin induc	miR-122 sensor	PglD DTNB	Cneo AK release	RAD52 anneal inh	PGC1a acetyl inh
CC1CCC2C(=O)N(c3cccc(C(=O)Nc4ccc(F)cc4)c3)C(=O)C2C1 (stereo not given)	0	3	0.4	-5	0	6	1	-6
C[C@H](CO)N1C[C@H](C)[C@@H](CN(C)CC2CCCCC2)Oc2c(NC(=O)c3ccncc3)cccc2C1=O	2	-7	/	127*[16.7 µM]	-1	-5	-9	/
COc1cc(C(=O)NC(=S)Nc2cccc3nc(C)ccc23)cc(OC)c1OC	4	4	2.2	-1	-6	4	-2	-7
CC1(Cc2cccc(F)c2)C(=O)Nc2ccc(-c3cccnc3)cc21 (stereo not given)	0	3	0.1	22	1	0	-12	21
O=C(c1cccnc1)N1CC(=O)N2[C@H](CO)[C@H](c3ccc(-c4ccc(F)cc4)cc3)[C@H]2C1	0	/	0.0	/	/	/	-19	6
Cc1ccc(NC(=O)Cn2cc(C(=O)C3CC3)c3ccccc32)c(C)c1	-4	10	/	3	6	0	5	0
Cc1cc(N/N=C/c2ccccc2O)nc(N2CCOCC2)n1	-2	/	-1.7	0	/	/	-2	/
CC(=O)Nc1ccc(NC(=S)NC(=O)C2CC2)cc1	2	-8	0.4	2	1	-6	1	/
CCCC(=O)Nc1ccc2c(c1)C(=O)N(C)C[C@@H](OC)[C@H](C)CN(Cc1ccccc1OC)[C@H](C)CO2	-5	-2	-0.1	/	-2	7	5	-13
CCOC(=O)C1=C(C)N(C)C(=O)NC1c1ccc2c(c1)OCO2 (stereo not given)	0	-3	-1.7	/	5	9	-13	3
COc1cccc(C#Cc2ccc([C@H]3[C@H]4CN(C(=O)C5CC5)CC(=O)N4[C@H]3CO)cc2)c1	0	/	-0.1	/	/	/	-5	-18
Cc1cccc(C(=O)Nc2nnc(S(=O)(=O)N(C)Cc3ccco3)s2)c1	10	-9	/	9	-3	5	-5	-9
COc1cc(/C=C/C(=O)c2ccc3c(c2)OCCO3)cc(Br)c1OCC(=O)N(C)C	-1	0	/	13	3	-3	-13	/
CCc1c(C)c2ccc(OCC(=O)OC(C)C)c(C)c2oc1=O	/	13	/	-4	-2	0	/	-1
O=C1C(=O)N(Cc2cccnc2)C(c2ccccn2)/C1=C(/O)c1ccccc1 (stereo not given)	/	4	/	-1	0	0	/	2
COc1ccc(C(=O)On2c(-c3ccc(Br)cc3)nc3ccccc3c2=O)cc1	-5	-6	-0.1	13	-5	-1	-11	-2
Nc1ccc(SCc2cccnc2)cc1	3	12	0.0	4	-6	0	-8	5
CCCCC(=O)Nc1ccc(NC(=O)C2CC2)cn1	/	-4	/	-2	-1	4	/	-1
O=S(=O)(c1cc(C(F)(F)F)ccc1Cl)N1CCCCCC1	-9	-2	/	1	5	0	12	4
CC(C)c1c(O)nc(SCC(=O)Nc2ccc3c(c2)CCC3)[nH]c1=O	/	0	/	85	18	-6	/	-3
COc1ccc(NC(=O)C2Cc3ccccc3C(=O)O2)cc1 (stereo not given)	4	-4	-0.4	-5	2	-2	-3	2
CCn1c(SCC(=O)N2CCCCCC2)nc2ccccc2c1=O	-1	10	/	-2	-1	4	-5	/
O=C(Cc1ccccc1)NCC(=O)OCC(=O)c1ccc(F)cc1	1	1	-0.1	1	-1	-3	-11	/
COc1ccc(OC)c(NC(=O)c2ccc(S(=O)(=O)N3CCOCC3)cc2)c1	-5	8	/	-6	4	0	-7	-8
COc1ccc(CCNC(=O)C2CCN(C(=O)c3ccccc3C)CC2)cc1	-4	-24	0.0	-2	1	0	-4	10
COC(=O)C(C#N)C(c1cccnc1)c1c(C)[nH][nH]c1=O (stereo not given)	2	3	/	-6	0	0	-7	7
c1ccc(N2CCN(c3nc4cc5c(cc4s3)OCO5)CC2)cc1	/	4	0.6	-7	4	-1	/	13
CC(=O)NC1=NN(C(C)=O)C(c2ccccc2)S1 (stereo not given)	-1	/	/	-2	/	/	-1	-6
O=C(/C=C/c1ccc(F)cc1)c1ccc(N2CCOCC2)cc1	-2	3	0.0	-17	-5	-2	-6	-2
COc1ccc(/C=C/C(=O)OCC(=O)NC(C)CCc2ccccc2)cc1OC (stereo not given)	8	-11	/	/	-8	2	-3	/
O=C(N/C(=C\c1cccs1)C(=O)N1CCOCC1)c1cccs1	10	/	/	2	/	/	-2	26
Cc1noc(C)c1NC(=O)N(C)C[C@@H]1Oc2c(NS(=O)(=O)c3ccc(Cl)cc3)cccc2C(=O)N([C@@H](C)CO)C[C@H]1C	-1	3	0.2	2[16.7 µM]	1	1	-6	0
